hIAP activ: increases human intestinal alkaline phosphatase activity; purified human IAP, CDP-Star luminescence, 30 min; stronger effect = higher value; 1 = vehicle-only enzyme, 0 = enzyme-free background; P09923; activation factor at 10 µM; hit rate 0.16% among 330,000;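 active = activation factor of the enzyme at least 2-fold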; also: the source names both 10 and 20 µM as test concentration; values of inactives mirror those of a sister screen read the other way
Target sequence (P09923 whole entry, looked up): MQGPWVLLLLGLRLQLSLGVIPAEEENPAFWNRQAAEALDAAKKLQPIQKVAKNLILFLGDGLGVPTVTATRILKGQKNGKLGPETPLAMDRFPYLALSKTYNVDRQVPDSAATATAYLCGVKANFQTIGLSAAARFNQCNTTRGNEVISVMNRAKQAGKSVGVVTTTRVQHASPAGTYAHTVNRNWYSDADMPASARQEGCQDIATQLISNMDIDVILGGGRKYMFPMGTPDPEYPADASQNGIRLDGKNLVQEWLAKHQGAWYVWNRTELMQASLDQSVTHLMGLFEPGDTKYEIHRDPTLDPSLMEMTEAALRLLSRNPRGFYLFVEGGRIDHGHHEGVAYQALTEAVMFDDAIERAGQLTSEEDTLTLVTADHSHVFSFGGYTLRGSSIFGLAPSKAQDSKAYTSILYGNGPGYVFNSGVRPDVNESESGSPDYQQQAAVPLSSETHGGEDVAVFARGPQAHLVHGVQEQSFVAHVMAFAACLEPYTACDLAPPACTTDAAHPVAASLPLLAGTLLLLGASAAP
NLRP3 yeast inh: inhibitors of NALP3 inflammasome in yeast; AID 2825; Yeast reconstituted NLRP3/ASC/caspase-1, beta-gal luminescence, 24 h; inhibition, % at 10 µM; hit rate 0.39% among 330,000;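 active = inhibition of 50% or more; inactive = inhibition below 50%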;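 also: plate controls were induced DMSO wells for no effect and uninduced yeast grown without galactose for full effect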
mIAP inh: blocks mouse intestinal alkaline phosphatase; hit rate 0.2% among 330,000; inhibition, % at 10 µM; purified mouse IAP, CDP-Star luminescence, 30 min; AID 2806;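 active = inhibition of at least 40% at 10 µM in the primary screen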;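 also: plate controls were DMSO with enzyme for no effect and no enzyme wells for full effect; values of inactives mirror those of a sister screen read the other way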
SENP1 FRET inh: blocks the human SENP1 SUMO protease catalytic domain. hit rate 0.21% among 360,000. recombinant SENP1 catalytic domain, CyPet-SUMO1-YPet FRET cleavage. inhibition, % at 10 µM;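 active = inhibition at least 30% at 10 µM, raw YFP signal under a set limit, fluorescence ratio 0.5 to 1.5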;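 also: 0% = enzyme with DMSO and 100% = no enzyme wells; some results filed as inactive read as strong as hits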
Target sequence (Q9P0U3 419-644 limits assumed): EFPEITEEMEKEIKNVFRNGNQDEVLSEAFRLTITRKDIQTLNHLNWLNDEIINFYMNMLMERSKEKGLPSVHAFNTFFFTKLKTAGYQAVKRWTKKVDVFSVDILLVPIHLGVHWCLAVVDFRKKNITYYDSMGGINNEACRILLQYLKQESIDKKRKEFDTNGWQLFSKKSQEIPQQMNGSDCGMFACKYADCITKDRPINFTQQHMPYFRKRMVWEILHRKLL
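Material: hSENP1 catalytic domain, recombinant; medium: Tris pH 8 with BME, BSA, NP40 and catalase; compound: single concentration of 10 µM compound, 0.5% DMSO final; technique: FRET read of cyan and yellow fluorescence; timing: 50 min enzyme reaction, room temperature, light-protected; reagent: SFCypet-SUMO1-SFYpet substrate at 25 nM; control set: no-enzyme low, enzyme-DMSO high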
beta cell repl: induces beta-cell replication in MIN6 cells; MIN6 cells proliferation, ATPlite luminescence, 48 h; cells starved in 0.2% serum; 100% = growth in 10% serum; proliferation, % at 10 µM; hit rate 0.29% among 330,000;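 active = compounds whose signal lies at least 3.5 SD above the mean of all wells on their plate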;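 also: 0% = DMSO-treated cells in low-serum medium and 100% = 10% serum control; some compounds called inactive have numbers as strong as hits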
A3A deaminase: blocks human APOBEC3A ssDNA deamination. P31941. recombinant A3A, FAM/TAMRA ssDNA deamination fluorescence. inhibition, % at 20 µM. hit rate 0.41% among 330,000. AID 493011;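 active = at least 40% inhibition at 20 µM here, with at most 30% in a related deaminase screen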;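 also: plate controls were A3A with DMSO for no effect and wells lacking A3A enzyme for full effect; some results filed as inactive read as strong as hits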
Target sequence (P31941 whole entry, looked up): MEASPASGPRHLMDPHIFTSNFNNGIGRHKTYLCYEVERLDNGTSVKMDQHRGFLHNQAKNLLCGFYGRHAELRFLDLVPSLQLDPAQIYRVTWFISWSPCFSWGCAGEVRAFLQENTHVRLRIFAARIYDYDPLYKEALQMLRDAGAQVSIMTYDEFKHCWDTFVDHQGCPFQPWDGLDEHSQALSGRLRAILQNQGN
mIAP activ: increases mouse intestinal alkaline phosphatase activity | muIAP, CDP-Star luminescence, 30 min; stronger effect = higher value; 1 = vehicle-only enzyme signal, 0 = enzyme-free wells | activation factor at 10 µM | hit rate 0.24% among 330,000 | AID 2805;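 active = activation factor of at least 2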; also: the source names both 10 and 20 µM as test concentration; values of inactives mirror those of a sister screen read the other way
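Assay system: mouse IAP enzyme; reagent: chemiluminescent substrate CDP-Star; dosing: test compounds delivered from DMSO solution; schedule: 30 min at room temperature; measured by: luminescence from enzymatic CDP-Star hydrolysis; controls: DMSO-only wells and no-enzyme negative control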
hIAP block: human IAP inhibition | AID 2544 | inhibition, % at 10 µM | hit rate 0.12% among 330,000 | purified IAP, CDP-Star luminescence, 30 min;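 active = inhibition reaching a set limit with compound at 10 µM in the primary screen, cut at about 35% in these data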;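 also: plate controls were DMSO wells with enzyme for no effect and no-enzyme buffer wells for full effect; values of inactives mirror those of a sister screen read the other way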
A3G deaminase: APOBEC3G (human) deaminase inhibition | recombinant A3G, ssDNA deamination FAM/TAMRA fluorescence | hit rate 0.28% among 330,000 | Q9HC16 | inhibition, % at 20 µM;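 active = inhibition of at least 40% at 20 µM, with no more than 30% in the related APOBEC3A deaminase screen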;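 also: plate controls were DMSO wells with A3G for no effect and wells lacking A3G enzyme for full effect; some compounds called inactive have numbers as strong as hits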
Numbers without * were called inactive; x = no result given. Not all compounds are listed; rates above refer to the full screens.

SMILES	hIAP activ	NLRP3 yeast inh	mIAP inh	SENP1 FRET inh	beta cell repl	A3A deaminase	mIAP activ	hIAP block	A3G deaminase
O=C1NC(c2ccccc2)=NC1(Nc1ccccn1)C(F)(F)F (stereo not given)	0.903	-4.6	5.3	-3.5	-0.8	-3.9	0.947	9.7	-8.3
CCN(CC#CCC(O)(c1ccccc1)c1ccccc1)C(C)C	1.11	21.2	0.9	0.2	0.3	-2.3	0.991	-10.8	-6.6
Cc1c(-c2ccco2)[n+](=O)c2c(n1[O-])CCCCC2	0.998	-15.5	-1.9	3.1	-2.6	-5.7	1.02	0.2	-5.7
CC(=O)c1ccc(OCC(=O)N(C)CC(=O)Nc2ccc(N3CCOCC3)cc2)cc1	0.806	0.5	2.5	2.1	-4.0	-1.8	0.975	19.4	-4.1
CN(C)c1ccc(S(=O)(=O)N2CCCCC2)cc1NC(=O)CN1C(=O)NC2(CCCC2)C1=O	1.2	12.1	-4.1	-0.8	-2.5	4.9	1.04	-20.3	-5.9
CCC(=O)Nc1nnc(SCCN2CCOCC2)s1	1.16	4.5	-2.8	0.4	-2.4	0.1	1.03	-16.1	-3.9
CC1CCCCC1NC(=O)C1CC=CCC1C(=O)O (stereo not given)	1.08	-2.6	-8.6	0.9	1.7	-3.5	1.09	-7.8	-7.9
COc1cc(C)c(-c2[nH]ncc2-c2csc(C)n2)c(O)c1	0.952	4.0	2.0	-5.7	0.7	-0.5	0.98	4.8	-6.2
Cc1ccccc1COc1ccc(/C=N/NC(=O)c2nnn(-c3nonc3N)c2CN2CCC(C)CC2)cc1	1.02	21.0	-2.4	1.2	-6.9	0.2	1.02	-2.3	-3.7
CCC(=O)N1CCCc2cc(S(=O)(=O)N3CCCc4ccccc43)ccc21	1.07	-0.2	-3.5	3.5	2.9	-2.0	1.03	-6.6	-0.4
CCCCN(C)C(=O)c1nc2ccccn2c1CN1CCN(c2ccccn2)CC1	1.11	5.4	-8.2	-2.4	-1.1	0.2	1.08	-10.7	-4.5
CN1C(C(=O)NCCc2cccs2)CC2Cn3c(nc4cc(Cl)c(Cl)cc43)C21 (stereo not given)	1	-3.1	-0.6	1.6	-4.6	-2.1	1.01	-0.4	-6.6
Cc1ccc(C)c(N2CCN(C(=O)CCc3nc(-c4cccc(Br)c4)no3)CC2)c1	x	x	10.7	0.5	x	0.7	0.893	x	0.3
COc1ccc(CCn2cnc(=O)c(C#N)c2C)cc1OC	1.09	7.2	2.6	0.1	0.6	-3.8	0.974	-9.4	-4.8
CCCOc1ccccc1NC(=O)CC1Nc2ccccc2NC1=O (stereo not given)	1.29	6.3	-1.1	-46.8	-4.0	-0.2	1.01	-29.3	-1.6
COc1ccc(/C=N/NC(=O)c2cccc(COCC(F)(F)C(F)F)c2)cc1	1.1	27.9	2.9	2.2	0.0	6.2	0.971	-10.0	-5.1
Cc1c(NC(=O)COC(=O)c2cccn2C)c(=O)n(-c2ccccc2)n1C	0.907	0.4	-7.1	-0.5	-3.1	-1.4	1.07	9.3	-6.3
CCOC(=S)SCC(=O)N1CCc2ccccc2C1C1C(=O)CC(C)(C)CC1=O (stereo not given)	1.04	-6.0	11.6	0.7	-1.9	-0.7	0.884	-4.5	-5.8
O=C(NCC(=O)N(Cc1cccs1)C(C(=O)NC1CCCC1)c1cccnc1)c1ccco1 (stereo not given)	0.938	9.2	4.5	1.4	2.2	3.6	0.955	6.2	-2.3
CCCCc1nn(-c2cc(Cl)ccc2OC)c2c1C(=O)CC(C)(C)C2	0.862	2.4	7.5	3.1	-0.5	-6.2	0.925	13.8	-7.4
Cc1ccc(OCC(=O)Nc2ccncc2)cc1	1.27	13.1	3.8	0.1	2.0	-6.0	0.962	-26.9	4.8
CNC(=O)C(=O)N/N=C/c1cccnc1	0.915	3.7	2.5	-2.3	-1.9	1.9	0.975	8.5	4.1
O=S(=O)(Nc1ccccn1)c1ccc(C(F)(F)F)cc1Cl	0.96	14.9	-7.2	-0.9	1.1	0.6	1.07	4.0	-4.7
Cc1cc(NC(=O)CCCC(=O)N(CC(=O)NCCc2ccccc2)Cc2ccc(F)cc2)no1	0.94	13.8	2.9	-0.1	-0.9	1.0	0.971	6.0	-3.1
Cn1c(O)c(/C=C2\C=Nc3ccccc32)sc1=Nc1ccc(C(=O)O)cc1	0.919	9.2	1.5	-48.8	-4.4	-0.7	0.985	8.1	-7.3
NC(=O)N/N=C/c1c(Sc2nnnn2-c2ccccc2)nc2ccccn2c1=O	0.843	-2.7	3.6	-31.7	-6.2	3.5	0.964	15.7	-1.5
O=C(Nc1ccc(S(=O)(=O)N2CCOCC2)cc1)c1ccc(Br)o1	0.993	10.1	0.0	0.9	1.1	0.5	1	0.7	1.8
Cc1ccc(-n2nc3c(=O)n(CC(=O)NCCc4ccccc4C)nc(C)c3c2C)cc1	1.28	22.3	-1.5	0.3	-6.9	-9.3	1.01	-28.1	-9.2
O=C(NCCc1ccccc1)c1cnc2ccccn2c1=O	1.09	20.2	5.0	-0.8	-2.8	0.6	0.95	-8.8	-5.2
CCCN(CC(=O)Nc1ccccc1C)C(=O)C1CC(=O)N(Cc2ccccc2)C1 (stereo not given)	1.08	12.9	-2.6	1.0	0.6	0.7	1.03	-8.3	-11.0
COc1ccc(Cc2n[nH]c(=S)n2N)cc1OC	1.08	20.6	9.6	1.9	2.0	0.6	0.904	-8.2	60.9*
O=C(CSC1=NCCN1)Nc1cccc(C(F)(F)F)c1	1.1	-8.1	9.5	2.4	-5.9	-0.2	0.905	-10.2	-3.3
COc1ccc(OC)c(NC(=O)c2ccc(CN3CCc4ccccc4C3)cc2)c1	0.899	17.0	2.7	1.2	-2.7	-5.3	0.973	10.1	-4.8
CCOc1ccc(N(CC(=O)NC2CCCCC2)S(=O)(=O)c2c(C)noc2C)cc1	0.854	2.5	0.0	1.8	2.9	0.5	1	14.6	-3.2
CN(CC(=O)Nc1ccc(N2CCOCC2)cc1)C(=O)CSc1ccccc1F	0.973	11.2	-0.1	-1.1	8.3	-5.6	1	2.7	-7.5
O=C(C1CCCO1)N1CCN(Cc2c(O)ccc3ccccc23)CC1 (stereo not given)	1.11	-20.4	-6.8	-1.7	-1.7	3.7	1.07	-11.5	4.8
CN(Cc1nccn1C)C(=O)c1ccc(OC2CCN(CCc3ccccc3)CC2)cc1	1.1	2.8	2.0	-4.9	2.1	-7.5	0.98	-10.0	-6.8
COc1cccc(-c2ccc(NC(=O)C3CCCN(Cc4nccn4C)C3)cc2)c1 (stereo not given)	1.45	10.8	-7.1	0.4	-1.6	-2.0	1.07	-44.9	-7.5
COc1ccc(-c2cc(C(=O)NN)[nH]n2)cc1OC	1.06	25.4	12.4	2.6	-3.6	1.9	0.876	-5.6	-2.0
COc1ccc(C(CNC(=O)C(CC(C)C)NS(=O)(=O)c2ccc(C)cc2)N2CCOCC2)cc1 (stereo not given)	1.16	10.6	-10.0	-0.5	3.8	1.4	1.1	-15.9	-6.3
CCCc1nnc(NC(=O)CNc2ccc(F)cc2)s1	1.14	12.8	5.1	-1.6	-2.7	5.7	0.949	-13.8	4.1
COc1ccc(C)cc1N(CC(=O)N1CCc2ccccc2C1)S(C)(=O)=O	0.982	6.6	3.9	0.1	-1.0	0.2	0.961	1.8	-7.3
CC(C)(C)OC(=O)N1Cc2ccccc2C[C@H]1C(=O)N1CCC[C@H]1C(=O)O	0.892	5.3	-8.3	0.3	-1.5	1.8	1.08	10.8	-3.4
O=C(N/C(=C\c1cccs1)C(=O)N1CCCCCC1)c1ccccc1	1.09	9.7	-4.0	0.0	-2.4	-2.2	1.04	-8.8	-4.4
CSc1nc2ncc(C(=O)O)c(N)n2n1	0.956	14.2	4.0	1.3	1.0	-2.0	0.96	4.4	-3.6
CCOc1ccc(C(=O)OCC(=O)NCc2ccccc2)cc1OCC	1.02	4.1	-10.4	1.5	3.1	-0.6	1.1	-2.1	-8.6
O=S(=O)(NC1CC1)c1ccc(S(=O)(=O)N(Cc2ccccn2)C2CCCC2)cc1	1.03	-12.5	0.8	0.5	-0.8	-5.2	0.992	-3.1	-6.1
CCCCCCNC(=O)CC(NS(=O)(=O)c1ccc(OC)cc1)C(C)C (stereo not given)	1.07	2.6	-3.8	-0.4	-0.4	2.8	1.04	-6.9	-6.7

Filtered by structure, those above containing an aryl thioether with sulfur outside any ring
SMILES	hIAP activ	NLRP3 yeast inh	mIAP inh	SENP1 FRET inh	beta cell repl	A3A deaminase	mIAP activ	hIAP block	A3G deaminase
CCC(=O)Nc1nnc(SCCN2CCOCC2)s1	1.16	4.5	-2.8	0.4	-2.4	0.1	1.03	-16.1	-3.9
NC(=O)N/N=C/c1c(Sc2nnnn2-c2ccccc2)nc2ccccn2c1=O	0.843	-2.7	3.6	-31.7	-6.2	3.5	0.964	15.7	-1.5
CN(CC(=O)Nc1ccc(N2CCOCC2)cc1)C(=O)CSc1ccccc1F	0.973	11.2	-0.1	-1.1	8.3	-5.6	1	2.7	-7.5
CSc1nc2ncc(C(=O)O)c(N)n2n1	0.956	14.2	4.0	1.3	1.0	-2.0	0.96	4.4	-3.6

More entries follow.
SMILES	hIAP activ	NLRP3 yeast inh	mIAP inh	SENP1 FRET inh	beta cell repl	A3A deaminase	mIAP activ	hIAP block	A3G deaminase
O=C(CNC(=O)c1ccco1)OCc1ccccc1Cl	1.04	14.3	-9.2	0.1	-0.8	-1.6	1.09	-3.6	-8.3
COc1cccc(C(=O)N2CCN(S(=O)(=O)Cc3ccccc3)CC2)c1OC	0.997	-16.9	-14.3	0.7	-1.5	-2.2	1.14	0.3	-1.4
O=C(Cc1cn2ccsc2n1)Nc1nc2c(s1)CN(Cc1ccccc1)CC2	1.21	10.5	-1.4	-54.4	-1.5	3.5	1.01	-21.2	0.0
CC(OC(=O)C1CCCCC1)C(=O)Nc1cccc([N+](=O)[O-])c1 (stereo not given)	0.867	14.7	-4.4	3.3	-3.7	-1.7	1.04	13.3	-5.2
CN(C)C(CNC(C(=O)Nc1ccc([N+](=O)[O-])cc1Br)c1ccccc1)c1ccccc1 (stereo not given)	1.11	12.6	12.4	2.6	-6.3	0.4	0.876	-10.9	-2.6
COc1ccccc1C(=O)Nc1ccc(Br)c2cccnc12	1.17	32.4	5.2	0.6	-1.0	-1.1	0.948	-16.7	-5.5
CC(C(=O)c1c[nH]c(C(=O)N=CN(C)C)c1)c1ncc(C(F)(F)F)cc1Cl (stereo not given)	1.12	10.3	5.9	2.7	2.8	2.5	0.941	-11.8	-3.8
NC(=O)c1cc(-c2ccccc2)sc1NC(=O)CN1CCCCC1	0.895	6.6	-5.1	0.1	-3.2	-0.6	1.05	10.5	-1.6

Part of the list above, with two lines to a compound:
Every second line gives: hIAP activ	NLRP3 yeast inh	mIAP inh	SENP1 FRET inh	beta cell repl	A3A deaminase	mIAP activ	hIAP block	A3G deaminase
- NC(=O)c1cc(-c2ccccc2)sc1NC(=O)CN1CCCCC1
  0.895	6.6	-5.1	0.1	-3.2	-0.6	1.05	10.5	-1.6
- O=C(Cc1cn2ccsc2n1)Nc1nc2c(s1)CN(Cc1ccccc1)CC2
  1.21	10.5	-1.4	-54.4	-1.5	3.5	1.01	-21.2	0.0

Compound activity: PubChem BioAssay, Sanford-Burnham Center for Chemical Genomics
